# Source: PubChem (several laboratories)
# PHOSPHO1 inh: PubChem AID 1565; recombinant PHOSPHO1, absorbance phosphatase assay; inhibition, % at 13.3 µM; hit rate 1.1% among 290,000; in the data active = inhibition above about 60%
# Target sequence (Q8TCT1 whole entry, looked up): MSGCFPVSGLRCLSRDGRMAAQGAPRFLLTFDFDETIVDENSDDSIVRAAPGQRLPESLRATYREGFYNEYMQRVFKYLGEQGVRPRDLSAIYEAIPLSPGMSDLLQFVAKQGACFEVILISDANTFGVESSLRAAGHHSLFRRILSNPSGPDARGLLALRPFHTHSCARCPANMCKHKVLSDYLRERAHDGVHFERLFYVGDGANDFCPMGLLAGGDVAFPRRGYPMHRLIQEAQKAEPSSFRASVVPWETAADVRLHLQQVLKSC
# IDE cell inh: human IDE inhibitors in live cells, primary screen, fluorescence polarization, HEK cells, FAbetaB substrate; Insulin-degrading enzyme (Homo sapiens), P14735; FAbetaB cleavage; inhibition, % at 5.59 µM; hit rate 0.41% among 320,000; AID 434962, 2010;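 active = percent inhibition above the average of all tested compounds plus 3 SD, set per screening campaign, cut at about 16% in these data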;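 note: IDE supplied by intact live HEK cells; FP after avidin binding of uncleaved biotin substrate so inhibition keeps polarization high; 0% = DMSO wells and 100% = 60 µM reference IDE inhibitor Ii1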
# IDE act: human IDE activators in live cells, primary screen, fluorescence polarization, HEK cells, FAbeta-B substrate; Insulin-degrading enzyme (Homo sapiens), P14735; FAbeta-B cleavage; 0% vehicle, 100% cell-free pure enzyme wells; activation, % at 5.96 µM; hit rate 0.073% among 340,000;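 active = activation above the mean of all tested compounds plus 3 SD, set per screening campaign, cut at about 17% in these data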
# GPR7 antagonist: GPR7 receptor antagonists, primary screen, cell-based, fluorescence, single concentration; hit rate 1.1% among 290,000; inhibition, % at 4.4 µM; Neuropeptides B/W receptor type 1 (Homo sapiens), P48145; GPR7-expressing cells, fluorescence antagonist assay; in the data active = inhibition above about 16%, passing the limit was not always enough;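 note: cells stimulated with the agonist NPW; 0% = agonist with vehicle and 100% = vehicle without agonist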
# Target sequence (P48145 whole entry, looked up): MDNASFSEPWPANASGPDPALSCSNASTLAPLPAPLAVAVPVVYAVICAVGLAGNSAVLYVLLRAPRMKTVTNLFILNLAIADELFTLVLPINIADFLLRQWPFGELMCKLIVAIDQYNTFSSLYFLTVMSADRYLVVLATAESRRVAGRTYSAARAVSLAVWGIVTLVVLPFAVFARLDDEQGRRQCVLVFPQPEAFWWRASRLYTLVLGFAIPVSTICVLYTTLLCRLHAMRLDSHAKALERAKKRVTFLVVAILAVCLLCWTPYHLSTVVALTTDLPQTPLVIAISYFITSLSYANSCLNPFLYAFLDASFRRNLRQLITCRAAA
# NALP1 yeast inh: NALP1 inflammasome inhibitors in reconstituted yeast, colorimetric, S. cerevisiae, triplicate retest; S. cerevisiae NALP1/ASC/caspase-1 growth, X-gal OD620, 72 h; inhibition, % at 10 µM; hit rate 0.61% among 280,000; in the data active = inhibition mostly above about 24%, no sharp cut-off; inactive = mostly below about 32%; note: some compounds called inactive have numbers as strong as hits
# M18AAP inhibitor: PfM18AAP inhibitors, malaria aminopeptidase, primary screen, biochemical, QFRET, recombinant enzyme; hit rate 1.2% among 290,000; H-Glu-NHMec fluorogenic cleavage; M18 aspartyl aminopeptidase (Plasmodium falciparum 3D7); inhibition, % at 7.35 µM;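 active = inhibition above the campaign mean inhibition over all tested compounds plus 3 SD, cut at about 28% in these data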;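 note: 0% = plate median of test compound wells and 100% = 2 mM ZnCl2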
# IMP-1 inhibitor: IMP-1 metallo-beta-lactamase inhibitors, primary screen, biochemical, epi-absorbance readout, Pseudomonas aeruginosa enzyme; metallo-beta-lactamase IMP-1 (Pseudomonas aeruginosa); purified IMP-1, nitrocefin hydrolysis, epi-absorbance fluorescence; inhibition, % at 5.6 µM; hit rate 0.45% among 290,000;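 active = inhibition above the mean plus 3 SD of all compounds in the same screening run, cut at about 4.5% in these data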;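 note: 0% = IMP-1 with DMSO and 100% = DMSO wells lacking enzyme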
#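 System: purified IMP-1; amount: IMP-1 0.2 nM before substrate addition; compound: single dose, 5.6 µM; times: 25 °C, 15 min preincubation, 25 min reaction; signal: Epi-absorbance via hydrolysed-nitrocefin quenching of white-plate fluorescence, 480/530 nm, EDTA stop; benchmarks: DMSO with and without IMP-1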
# VIM-2 inh: VIM-2 metallo-beta-lactamase inhibitors, primary screen, biochemical, epi-absorbance readout, Pseudomonas aeruginosa enzyme; inhibition, % at 5.6 µM; purified VIM-2, nitrocefin hydrolysis, epi-absorbance fluorescence; hit rate 0.89% among 290,000;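 active = inhibition above the mean of all tested compounds plus 3 SD, cutoff set per screening run, cut at about 7.5% in these data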;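 note: red hydrolysis product quenches plate fluorescence so inhibitors raise well fluorescence; 0% = enzyme with DMSO and 100% = DMSO without enzyme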
# pCIP destab: p/CIP-EGFP fusion destabilizers, primary screen, fluorescence, F442A cells; Q05BA5; AID 1984, 2009; hit rate 0.01% among 290,000; 16 h; decrease of EGFP signal, % at 10 µM;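 active = EGFP signal decrease of at least 30% at 10 µM or well 3 SD below plate mean, unless failing retest; inactive = the rest, including hits failing retest or dose response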; note: some compounds called inactive have numbers as strong as hits; many of its hits are not listed in these tables
# Numbers without * were called inactive; . = not tested or not shown.
1: CCn1c(C)nc2cc(C(=O)NNS(=O)(=O)c3c(F)cc(F)c(Cl)c3F)ccc21
2: CS(=O)(=O)c1cnc(-c2ccccc2)nc1Oc1ccc(F)cc1
3: COc1cccc(/C=N/NC(=O)c2ccccc2N(Cc2ccccc2)S(=O)(=O)c2ccccc2)c1OC
4: CC(C)(C)NC(=O)CN1CCC(O)(c2ccc3c(c2)OCO3)CC1
5: CCCCC(=O)NC1(C(F)(F)F)NC(=O)N(Cc2ccccc2)C1=O (stereo unspecified)
6: COc1cccc2c(=O)n(CC(=O)NC3CCCC3)ccc12
7: CN1CCN(C(=O)c2ccc3c(c2)N(Cc2cccc(Cl)c2)C(=O)c2ccccc2S3=O)CC1 (stereo unspecified)
8: O=C(NCC1CCCO1)c1cc(-c2ccco2)nc2ccccc12 (stereo unspecified)
9: COC(=O)c1cc(C#N)c(N2CCN(C)CC2)nc1C
10: COc1ccc(CCNC(=O)C(=O)NCC2OCCN2S(=O)(=O)c2ccc(OC)c(OC)c2)cc1 (stereo unspecified)
compound no.,1,2,3,4,5,6,7,8,9,10
PHOSPHO1 inh,7,-18,-24,20,-5,10,.,31,25,25
IDE cell inh,3,0,11,5,-2,0,-4,4,3,5
IDE act,2,1,3,-2,1,3,-1,1,5,5
GPR7 antagonist,1,3,-29,-6,-17,-9,-6,-6,-12,-10
NALP1 yeast inh,-23,31,5,-34,1,.,.,-1,8,15
M18AAP inhibitor,3,0,5,-17,-14,-9,-2,-17,-8,-1
IMP-1 inhibitor,-1.0,-2.9,0.6,-2.0,-2.5,-0.4,-3.1,-4.5,-3.1,-2.3
VIM-2 inh,-0.2,-3.6,-1.6,0.3,0.9,1.1,-2.6,-0.8,-1.4,-2.9
pCIP destab,-4,2,3,-10,6,-8,.,-11,-81,-1

# Next section, overlapping the part above by 4 compounds.
7: CN1CCN(C(=O)c2ccc3c(c2)N(Cc2cccc(Cl)c2)C(=O)c2ccccc2S3=O)CC1 (stereo unspecified)
8: O=C(NCC1CCCO1)c1cc(-c2ccco2)nc2ccccc12 (stereo unspecified)
9: COC(=O)c1cc(C#N)c(N2CCN(C)CC2)nc1C
10: COc1ccc(CCNC(=O)C(=O)NCC2OCCN2S(=O)(=O)c2ccc(OC)c(OC)c2)cc1 (stereo unspecified)
11: O=C(Cc1ccccc1)NN1C(=O)C2C(C1=O)C1C=CC2C12CC2 (stereo unspecified)
12: COc1cc(C2C(C(=O)c3ccco3)=C(O)C(=O)N2CCc2ccccc2)ccc1O (stereo unspecified)
13: O=C(/C=C/c1ccccc1)NCC(=O)N/N=C/c1cccs1
14: CC(CNS(=O)(=O)c1ccc2c(c1)NC(=O)CCS2)c1ccccc1 (stereo unspecified)
15: Fc1ccc(-[n+]2nc(Nc3ccccc3)sc2-c2cccc(Cl)c2Cl)cc1
16: CCOC(=O)c1sc(=NC(=O)c2cccc(C)c2)n(C)c1C
17: CC(=O)c1c(COC(=O)c2ccc(C)cc2)nc2ccccc2[n+]1[O-]
18: Cc1ccccc1C(=O)NC1CCN(C(=O)N(c2ccccc2)c2ccccc2)CC1
19: COCCSc1ccccc1C(=O)N1CCN(Cc2ccc3c(c2)OCO3)CC1
20: O=C(Cc1ccc(F)cc1)Nc1nccs1
compound no.,7,8,9,10,11,12,13,14,15,16,17,18,19,20
PHOSPHO1 inh,.,31,25,25,3,32,20,28,-13,9,-1,1,1,29
IDE cell inh,-4,4,3,5,0,-3,-4,1,5,7,-4,-9,-14,-3
IDE act,-1,1,5,5,8,-6,-4,7,0,-1,.,2,-2,4
GPR7 antagonist,-6,-6,-12,-10,-9,-3,-10,-8,-5,-8,-4,3,-4,2
NALP1 yeast inh,.,-1,8,15,14,34,-1,7,-8,0,-7,1,16,14
M18AAP inhibitor,-2,-17,-8,-1,1,22,3,4,4,2,-1,-2,-11,-2
IMP-1 inhibitor,-3.1,-4.5,-3.1,-2.3,-3.1,-3.8,-2.5,-1.9,-3.2,-3.2,0.2,4.6*,0.0,-2.4
VIM-2 inh,-2.6,-0.8,-1.4,-2.9,-0.2,0.9,-0.7,-1.4,-4.6,-4.7,-0.9,0.1,1.1,-1.5
pCIP destab,.,-11,-81,-1,-8,-15,-10,2,0,3,-9,6,2,-2

21: Cc1cc(=O)oc2c(CN3CCCC3)c(O)c(Cl)cc12
22: CCCCNC(=O)c1ccc(CNS(=O)(=O)c2ccc(Br)cc2)cc1
23: CCN(CC)S(=O)(=O)c1ccc(N=NC2=C(O)CC(C)(C)CC2=O)cc1
24: Cc1cccc(NC(=O)c2c([N+](=O)[O-])cnn2C)c1
25: CCN1c2ccccc2-c2nc3ccccc3n2C1c1ccccn1 (stereo unspecified)
26: COc1ccc(C(=O)NNC(=O)C(=O)Nc2cccc3ccccc23)cc1
27: O=C(NS(=O)(=O)Nc1ccc(Cl)cc1)c1c[nH]c2ccccc12
28: CCCCOC(=O)CNc1nnc(SCC(=O)OCC)[nH]c1=O
29: C1CCN(c2c3c(nc4nnnn24)CCCC3)CC1
30: Cc1ccccc1N=C1NN=C(c2ccccc2F)CS1
compound no.,21,22,23,24,25,26,27,28,29,30
PHOSPHO1 inh,28,32,12,15,17,10,4,4,10,3
IDE cell inh,-2,2,3,-2,3,-6,3,6,6,0
IDE act,3,4,-1,3,4,5,6,-2,4,3
GPR7 antagonist,1,-3,-15,-14,-1,-5,2,-9,-1,-3
NALP1 yeast inh,0,8,41,6,22,2,13,10,11,20
M18AAP inhibitor,8,18,0,1,4,0,6,-36,-9,-6
IMP-1 inhibitor,-1.8,-4.0,-0.6,-1.2,-4.9,-4.8,-3.0,-3.6,-0.9,-4.8
VIM-2 inh,-2.8,-3.2,-1.7,-0.5,-0.8,-1.4,-0.2,-8.8,-0.1,-1.8
pCIP destab,-2,-11,-24,-5,7,-8,3,-11,-13,-1

31: O=C(c1cc2c(ccc3ccccc32)oc1=O)N1CCN(CCO)CC1
32: Cc1[nH]nc2c1C1(CCC3(CC1)OCCO3)C(C#N)=C(N)O2
33: Cc1ccc(/C=N/NC(=O)c2cc(-c3ccc(C)o3)[nH]n2)cc1
34: COc1ccccc1OCC(=O)OCC(=O)Nc1ncc(Cl)cc1Cl
35: CCn1c(CN2CCCCCC2=O)nnc1SCc1cnc(-c2ccccc2)s1
36: c1coc(CSc2ncnc3c2oc2ccccc23)c1
37: COc1ccc(OCC(=O)N/N=C/c2ccc(OC)c(OC)c2C(=O)O)cc1
38: CCOc1ccc(N2C(=O)CC(Sc3nnnn3-c3ccccc3)C2=O)cc1 (stereo unspecified)
39: CCCCCn1c(=O)[nH]c2c(c1=O)CCC2
40: CCO/N=C(/C)c1c(O)cc(C(C)(C)C)n(-c2ccccc2)c1=O
compound no.,31,32,33,34,35,36,37,38,39,40
PHOSPHO1 inh,15,-21,42,-8,62*,-17,-9,6,-2,-7
IDE cell inh,1,5,1,0,-2,13,-6,.,0,-3
IDE act,1,0,1,1,-3,7,4,-17,4,3
GPR7 antagonist,-9,-18,-4,-8,11,10,-5,-13,-9,-4
NALP1 yeast inh,-73,17,-8,8,-17,.,10,-9,17,22
M18AAP inhibitor,5,3,5,-10,-9,-6,5,-64,-6,-5
IMP-1 inhibitor,-3.3,-1.5,-2.4,-0.5,-2.3,-1.6,-0.3,-2.1,-1.9,-2.4
VIM-2 inh,-3.4,-1.2,-5.2,-1.2,-2.5,1.0,1.2,0.2,-0.9,-3.0
pCIP destab,6,-11,-5,-9,-4,14,-6,-10,-9,-1

41: Cc1ccc(C(=O)NCC(=O)Nc2ccncc2)cc1C
42: CC(C)Nc1nc(Cl)nc(Nc2ccccc2)n1
43: CCOCCn1c(-c2ccc(OC)cc2)nc2ccccc21
44: O=C(COc1ccccc1Cl)NC(=S)Nc1cccc(NC(=O)c2ccccc2Cl)c1
45: O=C(CSc1cccc2cccnc12)NCc1ccco1
46: O=C(Nc1cccc(NC(=O)C2CCCO2)c1)c1ccco1 (stereo unspecified)
47: COc1cc(NC(=O)C2Cc3ccccc3CN2S(C)(=O)=O)cc(OC)c1 (stereo unspecified)
48: COC(=O)c1cc(COc2ccc3c(c2)oc(=O)c2ccccc23)c(C)o1
49: O=C(NCc1ccco1)C(=O)NCC1OCCN1S(=O)(=O)c1cc(F)ccc1F (stereo unspecified)
50: O=C(COc1ccc(S(=O)(=O)N2CCCC2)cc1)NCc1ccccn1
compound no.,41,42,43,44,45,46,47,48,49,50
PHOSPHO1 inh,31,19,7,19,18,15,14,15,28,-122
IDE cell inh,-5,1,3,-4,-4,-2,2,1,-3,3
IDE act,-1,5,-6,1,2,-1,6,0,5,7
GPR7 antagonist,-8,-13,8,-3,0,-3,-11,-10,-1,-13
NALP1 yeast inh,23,9,-15,15,4,11,-6,8,.,1
M18AAP inhibitor,-9,10,6,6,2,1,-4,3,1,-3
IMP-1 inhibitor,0.1,-1.2,-2.7,3.0,-0.8,-3.4,-1.8,-3.1,-0.5,-2.5
VIM-2 inh,1.4,1.6,-1.1,1.1,-2.2,0.2,-0.1,-3.0,1.7,-1.7
pCIP destab,-8,5,-17,-3,5,-3,-3,-5,-9,-1

# Some values from above:
# compound 46 | IDE act: -1
# compound 41 | pCIP destab: -8
# compound 48 | NALP1 yeast inh: 8
# compound 47 | PHOSPHO1 inh: 14
# compound 50 | GPR7 antagonist: -13

# Continuation.
51: CCN(CC(=O)Nc1c(F)cccc1F)C(=O)CSc1nc(C)cc(C)n1
52: Cc1noc(C)c1S(=O)(=O)N1CCC(C(N)=O)CC1
53: CC(NC(=O)c1sc2cc([N+](=O)[O-])ccc2c1Cl)C(C)(C)C (stereo unspecified)
54: CC(Cl)C(=O)NNc1cccc(Cl)n1 (stereo unspecified)
55: CC(C)(C)C(=O)NC1CCN(C(=O)N2CCCC2)CC1
56: COc1ccc(C(=O)CN2CCN(S(=O)(=O)c3cccc([N+](=O)[O-])c3)CC2)cc1
57: CCOc1ccc2[nH]c(C)c(CN3CCN(C)CC3)c(=O)c2c1
58: Cc1ccc(/C=C/C(=O)OCc2nc(N)nc(Nc3ccccc3C)n2)o1
compound no.,51,52,53,54,55,56,57,58
PHOSPHO1 inh,41,5,-14,32,3,-12,10,13
IDE cell inh,-1,2,3,-3,5,1,4,4
IDE act,2,-3,-9,8,3,0,5,3
GPR7 antagonist,-6,-13,-4,-13,2,0,-1,-13
NALP1 yeast inh,1,18,1,-14,-9,29,2,10
M18AAP inhibitor,-8,-2,38*,12,-1,0,-5,-3
IMP-1 inhibitor,-3.0,-1.1,-2.0,-0.5,-0.4,-2.0,-0.9,-1.9
VIM-2 inh,-1.9,-2.1,2.4,-3.3,-2.1,-0.5,-3.0,-2.6
pCIP destab,2,2,-1,-12,0,-5,0,-26
